CCR6 antag = antagonists of human CCR6 receptor; P51684; CHO-K1 CCR6 PathHunter beta-arrestin, luminescence, CCL20-stimulated; inhibition, % at 20 µM; 0.49% of 340,000 active;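 active = compounds whose inhibition of the agonist-driven luminescence signal at 20 µM reaches about 50%, limit read from the data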;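 note: cells stimulated with CCL20 at 14 nM final; plate controls were DMSO with CCL20 for no effect and DMSO without agonist for full effect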
Target sequence (P51684 whole entry, looked up): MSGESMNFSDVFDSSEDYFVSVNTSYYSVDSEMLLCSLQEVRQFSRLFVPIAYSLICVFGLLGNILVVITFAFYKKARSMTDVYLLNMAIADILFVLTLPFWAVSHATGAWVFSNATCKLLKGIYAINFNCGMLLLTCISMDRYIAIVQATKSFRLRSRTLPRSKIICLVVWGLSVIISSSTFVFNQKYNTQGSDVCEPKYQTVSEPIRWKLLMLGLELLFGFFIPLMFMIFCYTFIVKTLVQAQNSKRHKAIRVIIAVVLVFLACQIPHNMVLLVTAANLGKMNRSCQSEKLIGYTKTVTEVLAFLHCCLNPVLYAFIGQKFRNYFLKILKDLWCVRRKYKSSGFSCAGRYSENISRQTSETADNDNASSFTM
APJ antag = APJ receptor antagonism; AID 2521; inhibition, % at 20 µM; CHO-K1 APJ beta-arrestin complementation, luminescence; P35414; 0.32% of 330,000 active;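 active = inhibition above about 40% at 20 µM, limit read from the data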;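 note: cells challenged with 10 nM apelin-13 agonist together with compound; plate controls were apelin-13 plus DMSO wells for no effect and DMSO wells lacking apelin-13 for full effect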
APJ ag = agonists of human APJ apelin receptor. 0.11% of 330,000 active. P35414. CHO-K1 APJ PathHunter beta-arrestin, luminescence; 0% DMSO wells, 100% apelin. activation, % at 20 µM;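 active = activation more than six SD over the plate average, tested at 20 µM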;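 note: 0% = DMSO alone and 100% = apelin-13 at 10 nM; some results filed as inactive read as strong as hits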
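Material: CHO-K1 APJ beta-arrestin complementation cell line; Input: cell density 1000 per well; Incubation: compound stimulation 90 min at 25 °C, detection 60 min; Signal: luminescence from split beta-galactosidase complementation, Galacton Star/Emerald II substrate; Controls: DMSO-only wells as negative, 10 nM Apelin-13 as positive control.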
XBP1 UPR activ = activators of adaptive arm of unfolded protein response (XBP1). 0.33% of 330,000 active. activation, % at 20 µM. CHO-XBP1 luciferase reporter, IRE1-XBP1 UPR activation, luminescence; percent of tunicamycin response, DMSO as zero;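 active = versus positive control, 20 µM dose yields 30% or more activation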;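 note: 100% = tunicamycin at 10 µg/mL and 0% = DMSO only wells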
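Material: CHO-XBP1 cells stably carrying IRE1-XBP1-driven luciferase reporter / Amount: 1000 cells per well / Compound: 20 µM, 1% DMSO / Times: 6 h treatment, 37 °C / Detection: luciferase luminescence / Measure: % activation of reporter signal versus tunicamycin and DMSO controls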
CHOP UPR activ = apoptotic UPR (CHOP) activation | CHO-CHOP luciferase reporter, luminescence; percent of tunicamycin response over DMSO baseline | activation, % at 10 µM | 0.34% of 330,000 active;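 active = at 10 µM dose, activation of 40% or more, normalized to positive control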;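 note: 100% = tunicamycin at 10 µg/mL and 0% = DMSO alone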
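Test system: CHO CHOP reporter cells. Input: 500 CHO-CHOP cells per well. Medium: F12 with 10% FBS. Technique: luciferase luminescence. Measure: percent activation relative to tunicamycin control. Dosing: 10 µM compound, 0.5% DMSO. Timing: 16-18 h cell attachment, then 6 h compound exposure, 37 °C.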
CXCR6 inh = inhibitors of human CXCR6 receptor; CHO-K1 PathHunter CXCR6 beta-arrestin, luminescence; O00574; AID 602244; inhibition, % at 20 µM; 0.36% of 360,000 active; in the data active = inhibition above about 34%, passing the limit was not always enough;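 note: antagonist mode with CXCL16 agonist at 10 nM final; 0% = 10 nM CXCL16 with DMSO and 100% = unstimulated wells without agonist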
Target sequence (O00574 whole entry, looked up): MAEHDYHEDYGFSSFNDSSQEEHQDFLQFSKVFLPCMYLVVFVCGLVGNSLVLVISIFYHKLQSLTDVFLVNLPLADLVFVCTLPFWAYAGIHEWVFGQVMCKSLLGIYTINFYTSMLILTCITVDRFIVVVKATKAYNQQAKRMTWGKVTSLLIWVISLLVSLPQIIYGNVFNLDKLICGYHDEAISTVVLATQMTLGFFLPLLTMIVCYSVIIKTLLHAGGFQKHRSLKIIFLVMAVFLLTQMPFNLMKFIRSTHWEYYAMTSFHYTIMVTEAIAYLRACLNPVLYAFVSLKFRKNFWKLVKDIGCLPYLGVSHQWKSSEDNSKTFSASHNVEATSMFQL
tim23-1 inh = inhibits growth of tim23-1 mutant yeast; inhibition, % at 20 µM; AID 463212; 1.3% of 330,000 active; S. cerevisiae tim23-1 growth, BacTiter-Glo luminescence, 24 h;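 active = growth inhibition of the mutant yeast at or above 50%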;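 note: temperature-sensitive mutant grown at 25 °C; plate controls were DMSO-treated mutant yeast for no effect and medium wells lacking yeast for full effect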
Mdm2-MdmX inh = disrupts the human Mdm2-MdmX interaction. SaOS-2 split-luciferase Mdm2/MdmX complementation, luminescence. inhibition, % at 8 µM. AID 485346. 3% of 330,000 active. O15151+Q00987;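 active = inhibition of at least 50% at 8 µM in the primary screen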
EBI2 antag = blocks human EBI2 receptor beta-arrestin signaling; P32249; EBI2 beta-arrestin recruitment, luminescence, 7a,25-OHC stimulated; inhibition, % at 5 µM; 0.81% of 360,000 active; AID 651636; in the data active = inhibition above about 38%;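 note: enzyme fragment complementation signal reports receptor beta-arrestin coupling in cells; 0% = agonist plus DMSO wells and 100% = wells without agonist; some results beyond the cut were filed as inactive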
Target sequence (P32249 whole entry, looked up, the tested form may be a part): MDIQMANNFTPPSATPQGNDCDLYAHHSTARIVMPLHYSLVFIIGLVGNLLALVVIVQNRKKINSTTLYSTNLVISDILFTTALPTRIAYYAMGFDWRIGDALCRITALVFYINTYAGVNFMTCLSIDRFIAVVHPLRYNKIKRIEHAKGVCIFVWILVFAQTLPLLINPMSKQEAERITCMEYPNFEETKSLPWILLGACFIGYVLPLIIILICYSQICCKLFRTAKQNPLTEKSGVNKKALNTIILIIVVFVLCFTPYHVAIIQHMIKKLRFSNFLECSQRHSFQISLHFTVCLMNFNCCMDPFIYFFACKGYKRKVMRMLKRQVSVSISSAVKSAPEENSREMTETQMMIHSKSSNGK
Starred values were filed as active, the others as inactive. Not all compounds are listed, so the mix of outcomes need not match the whole.

Cc1ccc(C)c(S(=O)(=O)NCCOc2nc(NC(C)C)nc(NC(C)C)n2)c1 was read as CCR6 antag 11, APJ antag 9, APJ ag 3, XBP1 UPR activ -3, CHOP UPR activ 11, CXCR6 inh 6, tim23-1 inh 13, Mdm2-MdmX inh 22 and EBI2 antag 6.
O=C(Nc1ccc(F)cc1)Nc1ccc(Cl)cn1 was read as CCR6 antag -7, APJ antag 5, APJ ag -2, XBP1 UPR activ 3, CHOP UPR activ 1.7, CXCR6 inh 2, tim23-1 inh 5, Mdm2-MdmX inh -40 and EBI2 antag -6.
Screening Cc1cc(-n2cnc(-c3cn[nH]c3C)n2)no1 returned CCR6 antag 1, APJ antag -13, APJ ag -4, XBP1 UPR activ -1, CHOP UPR activ 1.5, CXCR6 inh -7, tim23-1 inh 10, Mdm2-MdmX inh 18 and EBI2 antag 0.
For CC(=O)Nc1ccccc1NC(=O)C/C(C)=N/NC(=O)c1ccccn1 the results were CCR6 antag -4, APJ antag 4, APJ ag -2, XBP1 UPR activ 1, CHOP UPR activ -1.1, CXCR6 inh 11, tim23-1 inh -5, Mdm2-MdmX inh 4 and EBI2 antag 0.
Screening O=c1[nH]c(-c2ccc3c(c2)OCO3)nc2c1sc(=S)n2-c1ccccc1 returned CCR6 antag 10, APJ antag 15, APJ ag -2, XBP1 UPR activ 0, CHOP UPR activ 0.4, CXCR6 inh 6, tim23-1 inh -1, Mdm2-MdmX inh -26 and EBI2 antag 1.
`COc1ccc(N2CC(C(=O)O)CC2=O)cc1` (stereo unspecified) gave CCR6 antag 2, APJ antag -6, APJ ag 1, XBP1 UPR activ -3, CHOP UPR activ 0.8, CXCR6 inh 1, tim23-1 inh -16, Mdm2-MdmX inh 10 and EBI2 antag -3.
Cc1cc(=O)n(C(NC(=O)c2ccccc2)C(=O)c2ccccc2)cn1 (stereo unspecified) was read as CCR6 antag -4, APJ antag 1, APJ ag 7, XBP1 UPR activ 0, CHOP UPR activ 4.1, CXCR6 inh 9, tim23-1 inh 14, Mdm2-MdmX inh 3 and EBI2 antag -23.
`O=C(Nc1ccccc1C(F)(F)F)c1cc(S(=O)(=O)N2CCOCC2)ccc1F` gave CCR6 antag 5, APJ antag -9, APJ ag -4, XBP1 UPR activ 0, CHOP UPR activ 0.4, CXCR6 inh 0, tim23-1 inh 36, Mdm2-MdmX inh -6 and EBI2 antag -11.
For CCOP(=O)(c1c(F)c(F)c(F)c(F)c1F)C(O)c1ccccc1 (stereo unspecified) the results were CCR6 antag -17, APJ antag -28, APJ ag -5, XBP1 UPR activ -2, CHOP UPR activ -2.0, CXCR6 inh -11, tim23-1 inh -3, Mdm2-MdmX inh 17 and EBI2 antag -6.
O=c1[nH]oc2cc(Cl)ccc12 was read as CCR6 antag -9, APJ antag 14, APJ ag -5, XBP1 UPR activ 3, CHOP UPR activ 0.1, CXCR6 inh -10, tim23-1 inh 2, Mdm2-MdmX inh 11 and EBI2 antag -6.
`CN1CCc2c(sc(NC(=O)C3CCN(S(=O)(=O)c4cccs4)CC3)c2C(N)=O)C1` gave CCR6 antag 5, APJ antag 19, APJ ag -4, XBP1 UPR activ -3, CHOP UPR activ 1.9, CXCR6 inh 6, tim23-1 inh -13, Mdm2-MdmX inh 12 and EBI2 antag -4.
N#Cc1cccc(NC(=O)CCNS(=O)(=O)c2ccc3[nH]c(=O)oc3c2)c1 was read as CCR6 antag 4, APJ antag 13, APJ ag 2, XBP1 UPR activ -1, CHOP UPR activ -1.8, CXCR6 inh -6, tim23-1 inh 5, Mdm2-MdmX inh 4 and EBI2 antag -6.
Screening NC(=O)c1oc2ccccc2c1NC(=O)c1ccccc1 returned CCR6 antag -3, APJ antag 13, APJ ag 0, XBP1 UPR activ 2, CHOP UPR activ 1.0, CXCR6 inh -4, tim23-1 inh -7, Mdm2-MdmX inh 4 and EBI2 antag -5.
Screening COc1ccc(CCNC(=O)COC(=O)Cc2cccc(F)c2)cc1 returned CCR6 antag -5, APJ antag -2, APJ ag -1, XBP1 UPR activ -4, CHOP UPR activ 1.1, CXCR6 inh 8, tim23-1 inh 23, Mdm2-MdmX inh 5 and EBI2 antag -5.
Cc1sc(NC(=O)c2cc(-c3ccc(Cl)cc3)nc3ccccc23)c(C(N)=O)c1C was read as CCR6 antag 16, APJ antag 22, APJ ag -10, XBP1 UPR activ 199*, CHOP UPR activ 107*, CXCR6 inh 0, tim23-1 inh 5, Mdm2-MdmX inh 73* and EBI2 antag -5.
For COc1ccc(OC)c(NC(=O)CSc2nc(-c3ccccc3)cc(=O)[nH]2)c1 the results were CCR6 antag -6, APJ antag -5, APJ ag -3, XBP1 UPR activ -1, CHOP UPR activ 4.1, CXCR6 inh -7, tim23-1 inh 5, Mdm2-MdmX inh 13 and EBI2 antag -20.
`Cc1cccc(C(=O)Nc2cccc(Br)c2)c1[N+](=O)[O-]` gave CCR6 antag 14, APJ antag 0, APJ ag -1, XBP1 UPR activ 2, CHOP UPR activ 2.7, CXCR6 inh 4, tim23-1 inh 43, Mdm2-MdmX inh -22 and EBI2 antag 6.
CC(=O)Nc1ccc(S(=O)(=O)Nc2nc(C)cc(-n3nc(C)cc3C)n2)cc1 was read as CCR6 antag -4, APJ antag 17, APJ ag 1, XBP1 UPR activ -2, CHOP UPR activ 0.0, CXCR6 inh -1, tim23-1 inh -6, Mdm2-MdmX inh 6 and EBI2 antag -11.
CC1CN(C(=O)C2CCCCC2)C(C)CN1C(=O)C1CCCCC1 (stereo unspecified) was read as CCR6 antag 15, APJ antag -10, APJ ag -2, XBP1 UPR activ -1, CHOP UPR activ -1.4, CXCR6 inh -4, tim23-1 inh 13, Mdm2-MdmX inh 7 and EBI2 antag -6.
`CC(C)On1c(SC(C)C)nc2ccccc2c1=O` gave CCR6 antag 12, APJ antag 6, APJ ag -5, XBP1 UPR activ 1, CHOP UPR activ -0.3, CXCR6 inh 3, tim23-1 inh 15, Mdm2-MdmX inh -20 and EBI2 antag -1.
Screening COc1ccc(-c2nc(Cn3c(SCc4cccc(F)c4)nc4ccncc43)c(C)o2)cc1OC returned CCR6 antag 2, APJ antag 7, APJ ag -4, XBP1 UPR activ -2, CHOP UPR activ 2.2, CXCR6 inh 3, tim23-1 inh 2, Mdm2-MdmX inh 19 and EBI2 antag 1.
CSc1cccc(NC(=O)CNS(=O)(=O)c2ccccc2)c1 was read as CCR6 antag 9, APJ antag -43, APJ ag 4, XBP1 UPR activ -6, CHOP UPR activ 1.7, CXCR6 inh -2, tim23-1 inh -19, Mdm2-MdmX inh 17 and EBI2 antag 4.
For C=CCNC(=S)NNC(=O)c1ccc(Br)o1 the results were CCR6 antag 8, APJ antag 7, APJ ag -4, XBP1 UPR activ 0, CHOP UPR activ 0.3, CXCR6 inh 10, tim23-1 inh 1, Mdm2-MdmX inh 13 and EBI2 antag -5.
Screening COc1ccc(C(=O)N[C@H](C(=O)NCc2ccco2)C(C)C)cc1 returned CCR6 antag 0, APJ antag -9, APJ ag -2, XBP1 UPR activ -1, CHOP UPR activ -0.1, CXCR6 inh 1, tim23-1 inh 16, Mdm2-MdmX inh -4 and EBI2 antag 1.
For COc1ccc(CCNC(=O)CSc2nc3[nH]ncc3c(=O)n2-c2ccc(Br)cc2)cc1OC the results were CCR6 antag 12, APJ antag -6, APJ ag -2, XBP1 UPR activ 0, CHOP UPR activ -0.7, CXCR6 inh 8, tim23-1 inh 13, Mdm2-MdmX inh 15 and EBI2 antag -5.
For Cc1c(C#N)c(NC(=O)CCl)n(Cc2cccs2)c1C the results were CCR6 antag 4, APJ antag -4, APJ ag -1, XBP1 UPR activ -2, CHOP UPR activ 87*, CXCR6 inh 5, tim23-1 inh 15, Mdm2-MdmX inh 94* and EBI2 antag 2.
`COc1cc(N)c(Cl)cc1C(=O)OCC(=O)N1CCCCCC1` gave CCR6 antag 6, APJ antag 6, APJ ag -3, XBP1 UPR activ -2, CHOP UPR activ -0.7, CXCR6 inh -19, tim23-1 inh 1, Mdm2-MdmX inh -14 and EBI2 antag -11.
CC(=O)N1c2ccc(S(=O)(=O)NCC3CCC(C(=O)NC4CCCCC4)CC3)cc2CC1C (stereo unspecified) was read as CCR6 antag -3, APJ antag 21, APJ ag -1, XBP1 UPR activ -6, CHOP UPR activ 0.8, CXCR6 inh 0, tim23-1 inh 6, Mdm2-MdmX inh 21 and EBI2 antag -7.
`CCC(=O)Nc1cccc(NC(=O)c2ccccc2Br)c1` gave CCR6 antag 18, APJ antag 6, APJ ag 2, XBP1 UPR activ -1, CHOP UPR activ 0.2, CXCR6 inh -1, tim23-1 inh 15, Mdm2-MdmX inh 10 and EBI2 antag -1.
`CC#CCN1c2ccccc2[C@]23C[C@@H](C(=O)OC)N(C(C)=O)C2=NC(C(=O)OC)=C(C(=O)OC)[C@H]13` gave CCR6 antag 7, APJ antag 12, APJ ag -2, XBP1 UPR activ -1, CHOP UPR activ 0.4, CXCR6 inh -1, tim23-1 inh 4, Mdm2-MdmX inh -6 and EBI2 antag 3.
Cc1ccc(NC(=S)N(CCCN2CCOCC2)Cc2ccccn2)cc1Cl was read as CCR6 antag -1, APJ antag -4, APJ ag -1, XBP1 UPR activ -4, CHOP UPR activ 1.1, CXCR6 inh 13, tim23-1 inh -17, Mdm2-MdmX inh 9 and EBI2 antag -9.

Ordered by SMILES length (highest first): five of the compounds above
`CC#CCN1c2ccccc2[C@]23C[C@@H](C(=O)OC)N(C(C)=O)C2=NC(C(=O)OC)=C(C(=O)OC)[C@H]13` gave CCR6 antag 7, APJ antag 12, APJ ag -2, XBP1 UPR activ -1, CHOP UPR activ 0.4, CXCR6 inh -1, tim23-1 inh 4, Mdm2-MdmX inh -6 and EBI2 antag 3.
CC(=O)N1c2ccc(S(=O)(=O)NCC3CCC(C(=O)NC4CCCCC4)CC3)cc2CC1C (stereo unspecified) was read as CCR6 antag -3, APJ antag 21, APJ ag -1, XBP1 UPR activ -6, CHOP UPR activ 0.8, CXCR6 inh 0, tim23-1 inh 6, Mdm2-MdmX inh 21 and EBI2 antag -7.
Cc1ccc(NC(=S)N(CCCN2CCOCC2)Cc2ccccn2)cc1Cl was read as CCR6 antag -1, APJ antag -4, APJ ag -1, XBP1 UPR activ -4, CHOP UPR activ 1.1, CXCR6 inh 13, tim23-1 inh -17, Mdm2-MdmX inh 9 and EBI2 antag -9.
`COc1cc(N)c(Cl)cc1C(=O)OCC(=O)N1CCCCCC1` gave CCR6 antag 6, APJ antag 6, APJ ag -3, XBP1 UPR activ -2, CHOP UPR activ -0.7, CXCR6 inh -19, tim23-1 inh 1, Mdm2-MdmX inh -14 and EBI2 antag -11.
For Cc1c(C#N)c(NC(=O)CCl)n(Cc2cccs2)c1C the results were CCR6 antag 4, APJ antag -4, APJ ag -1, XBP1 UPR activ -2, CHOP UPR activ 87*, CXCR6 inh 5, tim23-1 inh 15, Mdm2-MdmX inh 94* and EBI2 antag 2.

Bioassay records: PubChem BioAssay, Sanford-Burnham Center for Chemical Genomics
